Screening data: PubChem, several laboratories
M1 agonist = M1 muscarinic receptor agonists, primary screen, CHO-M1 cells, Fluo-4 calcium, agonist mode | hit rate 3% among 64,000 | Muscarinic acetylcholine receptor M1 | B-score at 10 µM | AID 626, 2007 | Fluo-4 calcium fluorescence; active compounds read high;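 active = fluorescence rise, raw or as B-score row- and column-corrected plate score, outside the 99.7% band of its plate's samples, either direction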
Jurkat tox 60K = cytotoxicity toward Jurkat T cells, primary screen, cytotoxicity control, cell-based, Jurkat E6.1, 60K MLSMR library | AID 463, 2006 | Jurkat E6.1 viability, ATP luminescence, 48 h | hit rate 1.2% among 56,000 | inhibition, % at 4 µM;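 active = inhibition above the mean inhibition of all tested compounds plus 3 SD, cut at about 28% in these data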
5-HT1A blocker = human 5-HT1a receptor antagonists, primary screen, cell-based, CHO, Ga15 NFAT-bla reporter. AID 612, 2007. 5-hydroxytryptamine receptor 1A (Homo sapiens), P08908. CHO 5-HT1a Ga15 NFAT-bla reporter, antagonist mode. inhibition, % at 10 µM. hit rate 0.68% among 62,000;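 active = inhibition above the mean of all tested compounds plus 3 SD, cut at about 43% in these data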;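 also: receptor stimulated by 5-CT agonist at 100 nM near EC80; beta-lactamase reporter measured by ratiometric fluorescence of a cleavable substrate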
HTR1A agonist = human 5-HT1a receptor agonists, primary screen, cell-based, CHO, Ga15 NFAT-bla reporter. CHO 5-HT1a Ga15 NFAT-bla reporter, FRET ratio; 0% basal, 100% maximal reference agonist. activation, % at 10 µM. hit rate 0.56% among 65,000. AID 567, 2006;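 active = activation above the screen-wide mean activation plus 3 SD, cut at about 19% in these data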;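 also: 0% = DMSO wells and 100% = 5-CT at EC100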
S1P1 ag pot = S1P1 agonists and agonism potentiators, primary screen, cell-based, primary and confirmation screens, CRE-bla reporter; activation, % at 9.5 µM; S1P1 CRE-bla cells, forskolin, beta-lactamase FRET, potentiator mode; S1P1 agonist co-added at EC20, 2 nM; 100% = saturating reference agonist, 0% = basal; Sphingosine 1-phosphate receptor 1 (Homo sapiens), P21453; hit rate 0.57% among 56,000;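 active = activation above a cutoff set at the mean activation of all tested compounds plus 3 SD, cut at about 54% in these data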;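 also: forskolin at 4 µM as EC80 and the EC20 agonist is SEW2871; 100% = SEW2871 at its EC100 plus forskolin at EC80; some compounds past the cut are filed as inactive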
Target sequence (P21453 whole entry, looked up): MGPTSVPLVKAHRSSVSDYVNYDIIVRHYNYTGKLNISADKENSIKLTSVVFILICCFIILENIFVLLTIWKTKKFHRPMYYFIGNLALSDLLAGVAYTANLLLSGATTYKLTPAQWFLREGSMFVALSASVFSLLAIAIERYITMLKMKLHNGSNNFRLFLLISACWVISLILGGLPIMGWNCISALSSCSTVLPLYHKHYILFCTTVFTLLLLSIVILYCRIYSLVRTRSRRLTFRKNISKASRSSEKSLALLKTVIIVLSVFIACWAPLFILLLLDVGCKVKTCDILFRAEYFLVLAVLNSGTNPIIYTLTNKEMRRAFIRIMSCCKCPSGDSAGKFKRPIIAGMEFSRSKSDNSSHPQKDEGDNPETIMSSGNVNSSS
S1P3 ag = human S1P3 receptor agonists, primary screen, cell-based, primary and confirmation, NFAT-BLA reporter; activation, % at 4.5 µM; hit rate 0.1% among 60,000; S1P3 NFAT-BLA reporter cells, agonism, FRET ratio; relative to 1 µM S1P, basal subtracted;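 active = activation above the screen-wide mean plus 3 SD, cut at about 4.5% in these data, passing the limit was not always enough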; also: some compounds called inactive have numbers as strong as hits
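Assay system: CHO cells stably expressing human S1P3, Gα16 and NFAT-β-lactamase reporter. Timing: overnight plating, 4 h compound 37 °C, 2 h substrate RT. Signal: β-lactamase FRET emission ratio 460/535 nm. Measure: percent activation versus median 1 µM S1P response, basal-subtracted, per plate. Repeats: primary screen single test, confirmation screen in triplicate.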
5HT1E antag = 5-HT1E receptor antagonists, primary screen, cell-based, HTS. 5-hydroxytryptamine receptor 1E (Homo sapiens), P28566. CHO 5-HT1E Ga15 NFAT-bla reporter, FRET, antagonist. inhibition, % at 6 µM. hit rate 0.99% among 65,000;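 active = inhibition above a set limit, the mean inhibition across every tested compound plus 3 SD, cut at about 29% in these data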;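 also: signal is the 460 over 535 nm emission ratio of beta-lactamase substrate; 0% = agonist plus DMSO wells and 100% = wells without agonist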
Target sequence (P28566 whole entry, looked up): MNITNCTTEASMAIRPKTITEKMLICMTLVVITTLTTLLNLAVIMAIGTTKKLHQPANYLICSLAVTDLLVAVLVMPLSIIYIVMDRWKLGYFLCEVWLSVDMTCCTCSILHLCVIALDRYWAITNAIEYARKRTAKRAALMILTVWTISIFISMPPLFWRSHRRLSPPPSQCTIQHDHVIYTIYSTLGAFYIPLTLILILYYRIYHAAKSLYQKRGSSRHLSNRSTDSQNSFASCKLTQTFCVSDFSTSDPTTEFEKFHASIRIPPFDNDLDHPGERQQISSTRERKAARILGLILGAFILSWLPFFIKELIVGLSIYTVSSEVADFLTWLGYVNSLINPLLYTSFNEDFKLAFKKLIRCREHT
HTR1E agonist = 5-HT1E receptor agonists, primary screen, cell-based, HTS; 5-hydroxytryptamine receptor 1E (Homo sapiens), P28566; CHO 5-HT1E Ga15 NFAT-bla reporter, FRET; 0% DMSO wells, 100% control agonist wells; activation, % at 6 µM; hit rate 0.69% among 65,000;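 active = activation above a set limit, the screen-wide mean activation plus 3 SD, cut at about 8.5% in these data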;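 also: 100% = positive control agonist at 1 µM giving full maximal response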
M1 antagonist = antagonists of rat M1 muscarinic receptor | Muscarinic acetylcholine receptor M1 (Rattus norvegicus), P08482 | CHO-M1 cells, Fluo-4 calcium, ACh EC80 antagonist mode; active compounds read low | B-score at 10 µM | hit rate 3.4% among 64,000;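 active = calcium fluorescence response, raw or row-and-column corrected B-score, differing from the plate sample mean either way at a set confidence level, mostly lower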
Active calls of the source: *; nt = not tested or not shown.

SMILES	M1 agonist	Jurkat tox 60K	5-HT1A blocker	HTR1A agonist	S1P1 ag pot	S1P3 ag	5HT1E antag	HTR1E agonist	M1 antagonist
O=C(CN1CCOCC1)Nc1ccc(Br)cn1	-0.42	3	-18	0.4	-26	-0.9	-6	0.1	-0.27
O=C(CCN1C(=O)c2cccnc2C1=O)NC1CCCCCC1	0.22	-1	-20	-1.0	3	-0.3	-2	-0.9	0.44
COc1cc(OC)cc(-c2cc3nc4c(c(N5CCN(c6cnccn6)CC5)n3n2)CCCC4)c1	2.5	-6	18	-2.9	-52	-0.1	7	0.5	-0.3
Cc1ccc(C(O)c2cccnc2)o1 (configuration not stated)	-0.3	-2	12	-1.4	11	-0.3	3	-0.8	0.72
O=C(CN1CCCCC1)Nc1cccc(-n2cnnn2)c1	-0.024	3	11	-0.8	-7	-1.0	14	0.3	0.018
Cc1ccc(CNC(=O)c2cc3c(=O)n4cccc(C)c4nc3n(CC3CCCO3)c2=N)cc1 (configuration not stated)	1.5	-2	-15	3.4	-36	1.3	-18	2.3	-1
CN1C(=O)N(C)C2C1N(CN1CCCCC1)C(=O)N2CN1CCCCC1 (configuration not stated)	-0.24	1	8	-2.7	0	-1.0	0	-0.7	-0.22
CCn1c(SCc2nc3cc(OC)c(OC)cc3c(=O)[nH]2)nnc1-c1ccncc1	-0.12	8	9	-3.0	-17	-0.1	4	-0.2	1.1
O=C(CCN1CCCCCC1)Nc1ccc(F)cc1	0.58	-5	8	-2.2	-4	-1.1	-1	-0.1	-0.75
COc1ccc(-c2nc(N)n[nH]2)cc1OC	0.13	-1	-7	-2.2	-15	-0.7	-9	-0.3	-0.21
CN1CC(=O)N(CCOc2ccccc2)C1=O	0.13	-5	-3	-1.4	2	0.7	1	0.8	-0.58
CC1(C)Cc2ccccc2-c2nc(NCCO)n(-c3ccccc3)c(=O)c21	0.54	2	-14	-1.0	nt	-0.6	15	-0.4	-0.24
CC1(C)Cc2cccc(OCC(O)CN3CCN(c4ccccn4)CC3)c2O1 (configuration not stated)	-0.27	-13	11	21*	15	-0.1	-4	0.1	-0.6
CCOC(=O)c1nc(Nc2ccc(C(=O)O)cc2)c2ccccc2n1	-0.35	-9	-10	-4.2	-32	0.8	-5	-1.0	0.0064
COC(=O)c1ccccc1NC(=O)COC(C)=O	0.66	-5	-1	-0.2	2	0.9	-9	-0.3	0.021
Cc1ccc2cc3cc(C(=O)NCCN4CCOCC4)oc3nc2c1	0.79	4	1	0.4	-3	-0.2	-4	0.5	-1.2
COC(=O)c1c(C)nn(-c2ccccc2)c1N	0.29	-2	-16	-2.1	-20	0.0	0	0.9	-0.02
Cc1oc(-c2cccc(Cl)c2)nc1CN1CCCC(C(=O)NCCCN2CCOCC2)C1 (configuration not stated)	0.11	4	16	30*	0	-1.3	6	-0.3	-0.54
O=C1CC(N2CCSCC2)C(=O)N1CCc1ccccc1 (configuration not stated)	0.17	-7	-5	-2.0	-13	-0.5	2	0.9	2.5
COC(=O)NC1CSCC1OC(=O)CCN1C(=O)c2ccccc2C1=O (configuration not stated)	0.19	-6	-8	-1.8	0	0.5	1	0.2	0.0013
Cc1cccc(OCC(=O)N2CCN(C(=O)CCC3CCCC3)CC2)c1	-0.13	5	-6	-0.9	-11	-0.4	-10	0.4	0.32
Cc1ccc2nc(NC(=O)C3CCN(S(=O)(=O)c4cccs4)CC3)sc2c1	0.53	26	-12	3.9	41	-0.7	6	0.0	0.099
O=C(NC1CCN(Cc2ccccc2)CC1)C1CCN(c2nnc(-n3cccc3)s2)CC1	-0.65	3	1	-2.5	-28	-0.3	12	0.6	-1.3*
O=C(O)CCC(=O)N1CCN(c2ccccn2)CC1	0.2	5	4	-0.3	-16	-0.7	-2	0.4	0.25
CC(C)(C)C(=O)Nc1ccccc1C(=O)NCc1ccco1	-0.41	1	-3	0.2	8	-1.0	14	-0.6	0.35

Quoted from the listing:
CN1C(=O)N(C)C2C1N(CN1CCCCC1)C(=O)N2CN1CCCCC1 (configuration not stated) in 5-HT1A blocker is listed with 8
O=C(CN1CCOCC1)Nc1ccc(Br)cn1 in S1P3 ag is listed with -0.9

An excerpt from above, showing only M1 antagonist:
smiles | M1 antagonist
O=C(CCN1CCCCCC1)Nc1ccc(F)cc1 | -0.75
COc1ccc(-c2nc(N)n[nH]2)cc1OC | -0.21
CN1CC(=O)N(CCOc2ccccc2)C1=O | -0.58
CC1(C)Cc2ccccc2-c2nc(NCCO)n(-c3ccccc3)c(=O)c21 | -0.24

Going on with the list.
SMILES	M1 agonist	Jurkat tox 60K	5-HT1A blocker	HTR1A agonist	S1P1 ag pot	S1P3 ag	5HT1E antag	HTR1E agonist	M1 antagonist
NC(=O)NCC12CC3CC(CC(C3)C1)C2	0.55	0	-3	-2.0	-32	-0.4	-8	-0.6	-2.9*
CCN(CC)C(=O)COc1ccc(-c2nnc(N3CCCCC3)c3ccccc23)cc1	-0.33	7	14	0.2	-1	-1.1	-3	1.0	-2.9*
Cc1noc(C)c1COC(=O)CCCOc1ccc(Cl)cc1Cl	0.083	-5	6	-1.4	22	1.1	-2	0.6	-0.57
Cc1ccc(C(C)C)c(OCc2nnc3n2CCCCC3)c1	-0.5	-6	25	-3.6	-15	-0.3	12	-0.1	-0.36
CCOc1ccc2nc(SCC(=O)N3CCCCCC3)c(C#N)cc2c1	-0.44	3	-3	4.3	-13	-0.5	4	1.0	-0.036
CCOC(=O)N1CCN(C(=O)Cc2ccc(-n3c(=O)[nH]c4ccccc4c3=O)cc2)CC1	-0.18	3	-7	0.2	-10	-0.3	-4	-0.3	-0.13
COc1cc(NS(=O)(=O)c2ccc(C)cc2C)cc(OC)c1OC	4.1*	39*	-1	-2.3	18	0.3	8	-0.5	-1.3
OC(CN1C2=NCCN2c2ccccc21)c1ccccc1 (configuration not stated)	0.12	6	12	-2.1	4	-1.0	11	-0.8	0.62
CCCOc1cccc(C2C(C(=O)c3ccco3)=C(O)C(=O)N2CCN(CC)CC)c1 (configuration not stated)	0.019	-6	-5	-2.7	-8	-0.5	4	-0.1	-0.07
CCOC(=O)N1CCN(c2nc(-c3ccc(OC)cc3)no2)CC1	0.34	16	1	-0.1	25	-1.4	0	1.5	-0.69
C=CCn1c(SCC(=O)Nc2ccc(NC(=O)c3ccco3)c(OC)c2)nnc1-c1ccncc1	-0.45	-9	1	-0.8	-19	-1.8	-7	0.2	-0.41
Cc1c(C(=O)OCC(C)C)[nH]c2c1C(=O)CC(c1ccco1)C2 (configuration not stated)	0.2	99*	53*	-3.2	13	-1.6	69*	0.3	-0.0042
O=C(NCC1CCCCC1)C1CCCN(C(=O)NC2CCCCC2)C1 (configuration not stated)	-0.22	9	-18	2.6	-5	-0.2	-15	0.8	0.68
c1coc(-c2nn3c(Cn4nnc5ccccc54)nnc3s2)c1	0.019	4	-3	1.5	-25	-0.2	0	-0.4	0.12
NC(=O)NC(Cc1ccccc1)c1ccccc1 (configuration not stated)	2.3*	-2	-16	-0.4	-20	1.2	0	-0.8	-0.24
Cc1csc(NC(=O)c2cnccn2)n1	0.66	-4	-7	0.1	-4	0.3	-6	-0.1	0.14
O=C(Nc1ccccc1)N1CCN2C(=O)c3ccccc3C12c1ccccc1 (configuration not stated)	0.43	7	14	-1.8	3	-1.0	14	-0.8	0.28
O=C(NCc1ccccc1)c1cc(S(=O)(=O)N2CCC3(CC2)OCCO3)ccc1F	0.39	-2	-11	-0.1	9	0.4	-5	0.3	-0.75
O=C1CCCC2=C1C(c1cccs1)n1ncnc1N2 (configuration not stated)	-0.062	-10	8	0.1	-6	-0.8	-5	-0.1	0.46
COc1ccc(-c2[nH]nc3c2C(c2ccncc2)C(C#N)=C(N)O3)cc1 (configuration not stated)	-0.06	2	2	1.7	22	-1.2	-5	-0.3	0.34
COc1ccc(C(c2sc3ncnn3c2O)N2CCN(c3ccccc3F)CC2)cc1OC (configuration not stated)	-0.38	-2	-16	0.7	-28	0.4	-9	1.8	0.65
CCOC(=O)C1C(=O)CC(O)(c2ccccc2)CC1c1ccccc1 (configuration not stated)	0.41	4	6	-0.3	-14	-1.3	-3	0.0	0.16
Cc1ccc2[nH]c(=O)c(-c3noc(C(C)C)n3)cc2c1	0.35	-10	2	-2.6	-10	-0.2	10	0.4	0.0081
O=C1CCCN1c1cc(Cl)ccc1Cl	0.28	-4	5	-1.9	5	-0.2	2	-0.3	0.24
O=C1c2oc3ccccc3c(=O)c2C(c2cccc(F)c2)N1CCCO (configuration not stated)	0.18	7	-1	-2.0	12	-1.1	6	-0.2	-0.68
SMILES	M1 agonist	Jurkat tox 60K	5-HT1A blocker	HTR1A agonist	S1P1 ag pot	S1P3 ag	5HT1E antag	HTR1E agonist	M1 antagonist
CCN=c1scc(-c2ccc3c(c2)NC(=O)CO3)n1N=C1CCCC1	1.8	36*	-1	-2.5	64*	-0.7	1	0.5	-0.26
CC1=CC(C)=Nc2ccc(C)cc2N1	0.78	0	-5	-3.8	6	-1.1	-7	0.4	0.16
COc1ccc(OC)c(N(CC(=O)Nc2cccnc2)S(=O)(=O)c2ccc(OC)c(OC)c2)c1	2.2*	-3	0	-1.4	6	-0.6	0	0.2	-0.95
CCN(CC)c1ccc2cc(-c3nc4ccccc4n3C)c(=O)oc2c1	65*	99*	54*	16	38	0.1	82*	6.8	0.056
CCCC(=O)Nc1nnc(CC(=O)N2CCCC2)s1	-0.031	4	0	7.7	-6	-0.6	-6	-0.1	0.39
Cc1ccc(SCCC(=O)N2CCOCC2)cc1	-0.39	-2	-8	1.1	0	0.8	1	-0.2	-0.36
CC12CC(NC(=O)N1c1cccc(C(=O)N3CCN(c4ccccn4)CC3)c1)c1ccccc1O2 (configuration not stated)	1.2	nt	6	-2.8	nt	nt	-4	0.8	0.071
CCOC(=O)N1CCC(NC(=O)c2cc(S(=O)(=O)N3CCc4ccccc43)cn2C)CC1	0.22	1	-1	-0.1	0	-2.0	-2	0.7	0.4
O=C1c2ccccc2C(Nc2ccc(Cl)cn2)N1c1ccccn1 (configuration not stated)	-0.031	0	4	-1.3	-19	-0.7	4	0.5	0.4
Cc1ccc(NC(=O)C2CCN(S(=O)(=O)c3cccc4nonc34)CC2)nc1	1.1	0	-14	-0.2	6	-0.7	3	-0.6	-0.3
O=C1CC(N2CCC(c3nc4ccccc4o3)CC2)C(=O)N1c1ccc(Cl)c(C(F)(F)F)c1 (configuration not stated)	-1.5	-1	-7	-0.5	-1	-1.4	-4	0.8	0.21
O=c1[nH]c2ccccc2c(=O)n1Cc1ccco1	0.38	0	-7	0.3	9	0.3	1	0.4	0.95

Random draw from the library. Share with any hit: about 8.9%.
